Assay outcomes from PubChem.
M. tuberculosis GlmU: inhibition of mycobacterial GlmU enzyme – biochemical, glucosamine-1-phosphate acetyltransferase (AID 1376); one-dose inhibition, %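 (tested at 30 µM in the primary screen)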; IC50 in µM for titrated hits; M. tuberculosis GlmU acetyltransferase enzyme assay; higher % means a stronger effect; 220,000 tested, 0.25% active; in the data active means inhibition above about 13%;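 further: 0% = complete reaction with vehicle and 100% = reaction without substrate; strong numbers were not always called active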
Mtb RmlCD inh: M. tuberculosis RmlC/RmlD inhibition. RmlC+RmlD coupled enzyme assay, percent inhibition; primary screen in compound mixtures. inhibition, % at 3.6 µM. P9WH09+P9WH11. 160,000 tested, 0.03% active; in the data active means inhibition mostly above about 34%, no sharp cut-off; further: some results filed as inactive read as strong as hits
Target sequence (P9WH09 whole entry, looked up): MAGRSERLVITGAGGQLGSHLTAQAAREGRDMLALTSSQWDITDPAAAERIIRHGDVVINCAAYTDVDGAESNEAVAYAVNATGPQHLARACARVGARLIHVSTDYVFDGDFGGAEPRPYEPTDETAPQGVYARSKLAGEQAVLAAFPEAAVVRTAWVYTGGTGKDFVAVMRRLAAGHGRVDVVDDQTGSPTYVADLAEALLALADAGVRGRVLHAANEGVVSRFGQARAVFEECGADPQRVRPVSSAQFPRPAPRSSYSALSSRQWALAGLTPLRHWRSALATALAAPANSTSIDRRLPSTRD
Target sequence (P9WH11 whole entry, looked up): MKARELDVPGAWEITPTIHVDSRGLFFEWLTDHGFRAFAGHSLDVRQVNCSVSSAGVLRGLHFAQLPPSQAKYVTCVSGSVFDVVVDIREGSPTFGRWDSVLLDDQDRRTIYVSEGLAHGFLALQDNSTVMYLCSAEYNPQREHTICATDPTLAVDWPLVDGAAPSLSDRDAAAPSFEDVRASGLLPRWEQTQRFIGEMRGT
Starred values were filed as active, the others as inactive; . = no result given.

SMILES | M. tuberculosis GlmU | Mtb RmlCD inh
CN(C)c1ccc(C(=O)NC2CCCc3ccccc32)cc1 (stereo unspecified) | -4.2% | .
COC(=O)c1ccc2c(=O)n(CCN3CCOCC3)c(SCC(=O)c3ccccc3)nc2c1 | 2.7% | 12
CC(C)c1nnc(NC(=O)C2CCCCC2)s1 | -8.0% | 7
COCCOC(=O)c1ccc(NC(=O)COc2ccc([N+](=O)[O-])cc2)cc1 | -1.2% | 6
CCOc1ccccc1Nc1nc(-c2sc(C)nc2C)cs1 | 0.5% | 8
Cc1cc(C)c(C)c(OCCOCCNCc2ccccc2)c1 | -11% | 3
CC1(C)C(=O)Nc2ccccc2N1C(=O)COc1ccc(S(=O)(=O)N2CCOCC2)cc1Cl | -6.7% | .
COc1cccc(OC)c1C(=O)NC(=S)Nc1ccc(S(=O)(=O)Nc2nccs2)cc1 | -5.5% | 9
O=C(CSCc1ccccc1Cl)NNC(=S)Nc1ccccc1 | -4.7% | .
COc1cc(-c2cc(-c3nnco3)c3ccccc3n2)cc(OC)c1OC | -7.8% | -4
O=C(CSC1=Nc2ccccc2C2CC=NN12)Nc1ccc2c(c1)OCO2 (stereo unspecified) | -5.5% | -5
CC(C)CC(NC(=O)C(NC(=O)C(Cc1ccc(OCc2ccccc2)cc1)NC(=O)OC(C)(C)C)C(C)C)C(N)=O (stereo unspecified) | 5.0% | -13
CCCOc1ccc(-c2nc[nH]c2[N+](=O)[O-])cc1 | -9.4% | -12
CCC(=O)N1c2ccc(S(=O)(=O)N(CCO)Cc3ccccc3)cc2CC1C (stereo unspecified) | 0.8% | -8
Cc1cc2cc(CNC(=S)NCc3ccccc3)ccc2n1C | -3.5% | -11
CCOc1ccc(OCC)c(NC(=O)CCn2c(=O)oc3ccccc32)c1 | 0.8% | -1
CCNC(=O)Nn1c(C)nnc1C | 1.8% | -3
O=C(CC1=NC2(CCCC2)Cc2ccccc21)N1CCOCC1 | -0.1% | 6
CCCCNC(=O)Nc1nnc(-c2ccc(Cl)cc2)o1 | 1.2% | .
COc1ccc(/C=C(/NC(=O)c2ccccc2)C(=O)N/N=C/c2sccc2C)cc1 | -1.7% | -2
COc1ccc(CCNC(=O)/C=C/C(=O)O)cc1OC | 6.4% | -13
COc1ccc(C2CC(c3ccc(OC)c(OC)c3)=NN2S(C)(=O)=O)cc1 (stereo unspecified) | -4.8% | -8
Cc1cccc(-n2c(SCC(=O)Nc3ncc(Cl)cc3Cl)nc3ccccc32)c1 | -4.0% | 3
O=c1c2ccccc2nc(/C=C/c2cccc([N+](=O)[O-])c2)n1CCO | 1.3% | .
COc1ccc(-c2nc(=S)[nH][nH]2)cc1 | 5.2% | 6

(more compounds)
SMILES | M. tuberculosis GlmU | Mtb RmlCD inh
O=c1cc(CN2CCN(c3ccc(O)cc3)CC2)nc2scc(-c3ccccc3)n12 | 3.5% | -12
S=c1[nH]nc(-c2ccccc2)n1/N=C/c1c[nH]c2ccccc12 | -2.1% | 18
C/C(=N/NC(=O)c1ccn(C)n1)c1ccncc1 | 0.4% | -13
O=C(CCN1C(=O)c2ccccc2C1=O)Nc1sc2c(c1C(=O)NCC1CCCO1)CCC2 (stereo unspecified) | 9.7% | -15
Cc1cc(N2CCOCC2)nc2ccc(NC(=O)CCC(=O)N3CCCC(C)C3)cc12 (stereo unspecified) | 2.1% | 1
COc1ccccc1OCCSc1nc2ccccc2n1CCO | -4.0% | 3
CCc1cccc(CC)c1NC(=O)CN1CCN(c2ccccc2)CC1 | 4.8% | -8
Cc1ccc(S(=O)(=O)Nc2ccccc2CNc2ncc(Br)cc2Br)cc1 | -6.7% | -14
O=C(CSc1ccsc1[N+](=O)[O-])NCCc1ccc(Cl)cc1 | 0.5% | .
CN(C)Cc1nc2ccccc2c(=O)n1Cc1nc(C(C)(C)C)cs1 | 2.3% | .
CC(C)CCN1CCN(Cc2cccn2-c2nccs2)CC1CCO (stereo unspecified) | 9.4% | 1
Cc1cccc(Sc2c([N+](=O)[O-])ncn2C)n1 | 2.9% | -6
CCS(=O)(=O)N1Cc2ccccc2CC1C(=O)Nc1nc2ccccc2[nH]1 (stereo unspecified) | 9.3% | -9
COc1ccccc1-n1nc(C(=O)Nc2ccc3c(c2)OCO3)c2ccccc2c1=O | -2.9% | -8
Cn1c(C(=O)OC(C(=O)NC2CCCC2)c2ccncc2)cc2sccc21 (stereo unspecified) | 3.2% | 8
CCOC(=O)CNc1ccc(OC(F)(F)F)cc1 | 7.8% | .
Cc1ccc2[nH]c(=O)c(CN(CCCN3CCOCC3)C(=O)Nc3ccc(Cl)cc3)cc2c1 | 0.3% | .
COCc1nnc(NC(=O)CCc2ccccc2)s1 | -3.0% | -3
O=C(O)c1ccc(Cl)c(S(=O)(=O)Nc2ccccc2N2CCOCC2)c1 | 4.5% | -10
O=C(COc1ccccc1F)N1c2ccccc2CCc2ccccc21 | 0.1% | -8
CCOC(=O)CSc1nc(-c2ccc(OC)cc2)ns1 | -1.4% | 2
CC(C)(C)n1nnnc1C(c1ccc(Cl)cc1)N1CCSCC1 (stereo unspecified) | 4.8% | .
O=C(NCc1ccc(F)cc1)C1Cc2ccccc2CN1C(=O)c1ccco1 (stereo unspecified) | -1.5% | 2
Nc1ccccc1SCc1cn2cccnc2n1 | -5.4% | 6
COc1cccc(C2CC(c3ccccc3)Nc3nc(N)nn32)c1 (stereo unspecified) | -2.8% | .

Exported with two lines to a compound: part of the list above.
The line under a structure holds: M. tuberculosis GlmU | Mtb RmlCD inh
- CC(C)(C)n1nnnc1C(c1ccc(Cl)cc1)N1CCSCC1 (stereo unspecified)
 : 4.8% | .
- Cn1c(C(=O)OC(C(=O)NC2CCCC2)c2ccncc2)cc2sccc21 (stereo unspecified)
 : 3.2% | 8
- COCc1nnc(NC(=O)CCc2ccccc2)s1
 : -3.0% | -3
- CCOC(=O)CNc1ccc(OC(F)(F)F)cc1
 : 7.8% | .

Among those listed so far, these contain a thiophene ring, fused or not:
SMILES | M. tuberculosis GlmU | Mtb RmlCD inh
COc1ccc(/C=C(/NC(=O)c2ccccc2)C(=O)N/N=C/c2sccc2C)cc1 | -1.7% | -2
O=C(CCN1C(=O)c2ccccc2C1=O)Nc1sc2c(c1C(=O)NCC1CCCO1)CCC2 (stereo unspecified) | 9.7% | -15
O=C(CSc1ccsc1[N+](=O)[O-])NCCc1ccc(Cl)cc1 | 0.5% | .
Cn1c(C(=O)OC(C(=O)NC2CCCC2)c2ccncc2)cc2sccc21 (stereo unspecified) | 3.2% | 8

Next entries follow.
SMILES | M. tuberculosis GlmU | Mtb RmlCD inh
CCCCC(c1nnnn1CCOC)N1CCN(Cc2ccccc2)CC1 (stereo unspecified) | -0.6% | .
O=C(Nc1ccccc1N1CCCCC1)c1cccs1 | -3.4% | -6
COc1ccccc1NC1=C(Cl)C(=O)OC1OC(=O)c1ccco1 (stereo unspecified) | -4.8% | -7
CNC(=O)CN(c1ccc(C23CC4CC(CC(C4)C2)C3)cc1)S(C)(=O)=O | 1.0% | -6
Cc1ccc(OCc2nc(-c3ccccn3)no2)c(Br)c1 | 1.8% | .
CCCC(=O)N/C(N)=N/c1nc(C)c2ccccc2n1 | 7.1% | .
CCc1ccc(NC(=O)C2(C)Cc3ccccc3C(=O)O2)cc1 (stereo unspecified) | -6.8% | .
O=C1CCN(Cc2nc(-c3ccc(Cl)cc3)no2)CCN1 | 2.1% | -3
Nc1c(NCc2ccccc2)c(=O)c1=O | 0.5% | 13
Cc1cc(C(=O)COC(=O)c2ccc[nH]c2=O)c(C)n1C1CC1 | -4.2% | 6
O=C(COC(=O)c1n[nH]c(=O)c2ccccc12)c1ccccc1 | -7.1% | 12
FC(F)Oc1ccc(/C=N/N2CCCCC2)c(OC(F)F)c1 | -4.0% | -13
C=CCN1C(=NC(=O)CCC(=O)O)SC2CS(=O)(=O)CC21 (stereo unspecified) | 0.9% | .
O=C(NCCCN1CCOCC1)C1CC(=O)N(CCc2ccccc2)C1 (stereo unspecified) | 3.1% | 85
Cc1ccc(-c2[nH]ncc2/C=C(\C#N)C(=O)NC2CCCCC2)cc1 | 2.0% | 3
Cc1ccc(NC(=O)CSc2cccc[n+]2[O-])c([N+](=O)[O-])c1 | 1.4% | 5
CCCCCCCNC1=CC(=O)CC(c2ccco2)C1 (stereo unspecified) | -2.6% | .
O=C(COC(=O)Cc1cn2ccsc2n1)NCc1ccc2c(c1)OCO2 | 1.3% | -11
COCCN1CCn2c(nc3cc([N+](=O)[O-])ccc32)C1 | 3.6% | .
CCN(CC)S(=O)(=O)c1cc(NC(=O)CNc2c(C)n(C)n(-c3ccccc3)c2=O)ccc1C | 4.1% | 4
O=C(NCCCn1ccnc1)c1noc2c1CCCC2 | 1.8% | 10
CN1CCN(c2ccccc2NC(=O)Cc2cn(C)c3ccccc23)CC1 | 0.1% | -8
Cn1cnnc1Sc1cc(N2CCN(S(=O)(=O)c3ccc(Cl)c(Cl)c3)CC2)ccc1[N+](=O)[O-] | -0.6% | 14
Cc1cc2c(=O)n(C)c(SCC(=O)c3cc4ccccc4o3)nc2s1 | 4.1% | -3
CSc1ccccc1NC(=O)CN1CC(C)OC(C)C1 (stereo unspecified) | -0.8% | -1

At a glance, 6 of the compounds above:
SMILES | M. tuberculosis GlmU | Mtb RmlCD inh
O=C(COC(=O)c1n[nH]c(=O)c2ccccc12)c1ccccc1 | -7.1% | 12
FC(F)Oc1ccc(/C=N/N2CCCCC2)c(OC(F)F)c1 | -4.0% | -13
C=CCN1C(=NC(=O)CCC(=O)O)SC2CS(=O)(=O)CC21 (stereo unspecified) | 0.9% | .
O=C(NCCCN1CCOCC1)C1CC(=O)N(CCc2ccccc2)C1 (stereo unspecified) | 3.1% | 85
Cc1ccc(-c2[nH]ncc2/C=C(\C#N)C(=O)NC2CCCCC2)cc1 | 2.0% | 3
Cc1ccc(NC(=O)CSc2cccc[n+]2[O-])c([N+](=O)[O-])c1 | 1.4% | 5

Later entries.
SMILES | M. tuberculosis GlmU | Mtb RmlCD inh
Cc1cccc(NC2=C(Cl)C(=O)OC2NC(=O)c2ccccc2)c1 (stereo unspecified) | -0.3% | 40
CSc1ccc(C2CC(=O)Nc3nc(SC)[nH]c(=O)c32)cc1 (stereo unspecified) | 3.8% | -4
Cn1cccc1C(=O)NC(=O)CSc1nc2ccccc2s1 | -4.8% | 9
O=C(NCCCN1CCOCC1)C(C(=O)c1ccccc1)n1ccccc1=O (stereo unspecified) | -1.9% | .
Fc1ccccc1N1CCN(C(c2ccccn2)c2nnnn2C2CCCCC2)CC1 (stereo unspecified) | -1.1% | .
COC(=O)C(C)N(C(=O)c1cccc(Cl)c1)c1c(C)cccc1C (stereo unspecified) | 2.4% | -7
CCC(C)(C)n1nnnc1C(c1ccc(F)cc1)N1CCC(C(N)=O)CC1 (stereo unspecified) | 1.4% | -9
Cn1c(NC(=O)c2ccccc2)c(-c2cccs2)c(=O)c2ccccc21 | 1.5% | 13
CN(C(=O)c1ccccc1Cl)C1CCCCC1 | 2.7% | 4
CCn1cc([N+](=O)[O-])c(C(=O)N2N=C3/C(=C/c4cccs4)CCCC3C2c2cccs2)n1 (stereo unspecified) | 7.4% | .
O=C(O)c1cccc(N2C(=O)/C(=C/c3ccc([N+](=O)[O-])cc3)C=C2c2ccccc2)c1 | 0.1% | 1
O=C(CCNS(=O)(=O)c1cccc2nsnc12)N1CCN(c2ccccn2)CC1 | 1.1% | -10
COc1ccc(C2C(C(C)=O)=C(C)N=c3s/c(=C\c4ccco4)c(=O)n32)c(OC)c1 (stereo unspecified) | -4.2% | 18
CC1(C)Cc2c(c(-c3ccco3)nc3sc4c(NCCO)ncnc4c23)CO1 | -2.6% | 7
CC(C)(O)C#Cc1ccc(C(=O)N2CCC(C(N)=O)(N3CCCCC3)CC2)cc1 | 1.4% | -7
N#Cc1c(C(F)(F)F)cc(-c2ccc(F)cc2)nc1SCC(=O)O | -2.2% | 8
CCCc1ccc(S(=O)(=O)Nc2ccc(C)c(NS(C)(=O)=O)c2)cc1 | -3.5% | 0
CCc1cc2c(N3CCN(C)CC3)ncnc2s1 | 1.2% | .
COc1cc(/C=N/NC(=O)c2nc3ccccn3c2C)cc(OC)c1O | 7.1% | -8
Oc1ccc(Nc2nc(NCC3CCCO3)c3ccccc3n2)cc1 (stereo unspecified) | -5.3% | .
O=C(CCSc1nnc2ccccn12)Nc1ccc(F)cc1 | -3.1% | 0
CC(C)(C)OC(=O)N1CCC[C@H]1c1nnc(SCC(=O)Nc2ccc(Br)cc2)o1 | 3.7% | 76
COc1cccc(OCCCCSc2ncccn2)c1 | 0.9% | .
Cc1ccc(Nc2ccc(C(F)(F)F)cc2[N+](=O)[O-])cc1 | -3.0% | .
Cn1c(=O)n(C)c2cc(CN3C(=O)OC(C)(C)C3(C)O)ccc21 (stereo unspecified) | 0.3% | -2

Additional results follow:
SMILES | M. tuberculosis GlmU | Mtb RmlCD inh
CCc1ccc(-n2c(C)n[nH]c2=S)cc1 | 3.2% | 3
O=C(NCc1ccco1)C1CCCN(S(=O)(=O)c2cnc[nH]2)C1 (stereo unspecified) | -2.5% | 8
N#CNC(=Nc1cccc(F)c1)SCc1ccccc1F | 0.3% | .
Cc1ccccc1Nc1nc(N)nc(COC(=O)CCS(=O)(=O)c2ccccc2)n1 | 3.6% | 4
CC12CN3CCN(CC(C3)/C1=N\N=C1/C3CN4CCN(C3)CC1(C)C4)C2 | -0.8% | -5
Cc1ccc(/C=N/NC(=O)c2ccc3c(c2)OCCO3)s1 | 1.4% | -7
COc1ccc(N(C(=O)c2ccccc2OC)C2C=CS(=O)(=O)C2)c(OC)c1 (stereo unspecified) | 5.0% | 4
Cc1cc(C(=O)N2CCc3ccccc32)c2ccccc2n1 | -7.0% | 0
CCn1nnnc1SCC(=O)c1cccc(OC)c1 | 2.3% | -8
CCCn1c(=O)[nH]c(=O)c2c1nc(-c1ccc3c(c1)OCCO3)n2CCN1CCOCC1 | 1.7% | 14

Not all compounds are listed; the hit share may differ from the screen's.
